tim10-1 inh = growth inhibitors of tim10-1 mutant yeast | S. cerevisiae tim10-1 ts strain growth, BacTiter-Glo, 24 h | inhibition, % at 20 µM | 2.2% of 330,000 active;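 active = inhibition of at least 40%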;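 also: mutant grown at 25 °C; 0% = DMSO wells with yeast and 100% = wells holding no yeast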
UPR XBP1 act = adaptive UPR (XBP1) activation | CHO-XBP1 luciferase reporter, IRE1-XBP1 UPR activation, luminescence; percent of tunicamycin response, DMSO as zero | 0.33% of 330,000 active | activation, % at 20 µM;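 active = versus positive control, 20 µM dose yields 30% or more activation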;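 also: 100% = tunicamycin at 10 µg/mL and 0% = DMSO only wells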
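Material: CHO cell line with stable XBP1 luciferase reporter; schedule: 16-18 h cell attachment at 37 °C, then 6 h compound exposure; signal: glow luminescence from Steady-Glo reagent; medium: serum-containing F12 medium, 10% FBS; benchmarks: tunicamycin 10 µg/mL and vehicle-only wells; read-out: percent activation relative to tunicamycin reference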
tim23-1 inh = inhibits growth of tim23-1 mutant yeast. 1.3% of 330,000 active. inhibition, % at 20 µM. AID 463212. S. cerevisiae tim23-1 growth, BacTiter-Glo luminescence, 24 h;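 active = growth inhibition of the mutant yeast at or above 50%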;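 also: temperature-sensitive mutant grown at 25 °C; plate controls were DMSO-treated mutant yeast for no effect and medium wells lacking yeast for full effect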
UPR CHOP act = apoptotic UPR (CHOP) activation. 0.34% of 330,000 active. activation, % at 10 µM. CHO-CHOP luciferase reporter, luminescence; percent of tunicamycin response over DMSO baseline;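 active = at 10 µM dose, activation of 40% or more, normalized to positive control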;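 also: 100% = tunicamycin at 10 µg/mL and 0% = DMSO alone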
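Assay system: CHO cells with stable CHOP pathway luciferase reporter; Buffer or medium: F12 plus 10% serum; Times: 16-18 h cell attachment, then 6 h compound exposure, 37 °C; Signal: luciferase luminescence; Read-out basis: percent activation relative to tunicamycin control; Control set: tunicamycin high control, DMSO low control.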
Mdm2-MdmX inh = inhibitors of human Mdm2/MdmX interaction; O15151+Q00987; SaOS-2 split-luciferase Mdm2/MdmX complementation, luminescence; inhibition, % at 8 µM; 3% of 330,000 active;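 active = inhibition of at least 50% at 8 µM in the primary screen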
APJ ag = agonists of human APJ apelin receptor; P35414; CHO-K1 APJ PathHunter beta-arrestin, luminescence; 0% DMSO wells, 100% apelin; activation, % at 20 µM; 0.11% of 330,000 active;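 active = activation more than six SD over the plate average, tested at 20 µM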;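 also: 0% = DMSO alone and 100% = apelin-13 at 10 nM; some results filed as inactive read as strong as hits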
Target sequence (P35414 whole entry, looked up): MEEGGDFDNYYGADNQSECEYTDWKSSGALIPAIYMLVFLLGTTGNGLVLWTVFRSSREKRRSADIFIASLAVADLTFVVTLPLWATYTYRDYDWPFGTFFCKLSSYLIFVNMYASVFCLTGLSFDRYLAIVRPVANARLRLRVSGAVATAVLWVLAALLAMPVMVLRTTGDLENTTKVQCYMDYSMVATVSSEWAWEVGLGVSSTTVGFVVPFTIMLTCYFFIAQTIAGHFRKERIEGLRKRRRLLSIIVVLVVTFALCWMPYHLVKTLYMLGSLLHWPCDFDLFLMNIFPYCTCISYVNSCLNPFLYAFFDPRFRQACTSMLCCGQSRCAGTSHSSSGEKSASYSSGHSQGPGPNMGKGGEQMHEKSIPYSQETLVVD
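Incubation: overnight seeding, 90 min compound at 25 °C, 1 h detection; test system: PathHunter CHO-K1 APJ (AGTRL-1) beta-arrestin reporter cells; amount: 1000 cells/well; doses: one dose, 20 µM compound, 1% DMSO; measured by: beta-gal luminescence; measure: agonist-driven arrestin binding to APJ; benchmarks: negative DMSO alone, positive Apelin-13 at 10 nM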
GRIN3A LBD mod = modulators (binders) of human NR3A ligand-binding domain. NR3A LBD differential scanning fluorimetry, Tm shift; 0% = protein alone, 100% = glycine-bound protein. Tm shift relative to glycine control, % at 25 µM. 2.5% of 340,000 active;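 active = melting temperature shift of at least 10% of the positive control shift, at one fixed dose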
NALP3 yeast inh = inhibitors of NALP3 inflammasome in yeast | Yeast reconstituted NLRP3/ASC/caspase-1, beta-gal luminescence, 24 h | inhibition, % at 10 µM | 0.39% of 330,000 active | AID 2825;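 active = inhibition of 50% or more; inactive = inhibition below 50%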;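 also: plate controls were induced DMSO wells for no effect and uninduced yeast grown without galactose for full effect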
TIM10 inh = inhibits growth of TIM10 yeast strain | S. cerevisiae TIM10 strain growth, BacTiter-Glo luminescence, 24 h | inhibition, % at 10 µM | 1.4% of 330,000 active | AID 463195;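 active = inhibition of 40% or more at the single tested concentration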;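 also: wild-type TIM10 isogenic control strain grown at permissive 25 °C; 0% = DMSO yeast wells and 100% = minimal medium wells without yeast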
The depositor's hits bear a star; · = no result given.

SMILES	tim10-1 inh	UPR XBP1 act	tim23-1 inh	UPR CHOP act	Mdm2-MdmX inh	APJ ag	GRIN3A LBD mod	NALP3 yeast inh	TIM10 inh
COc1ccc(Cl)cc1C(=O)NC(=S)Nc1ccccc1N1CCOCC1	15	-1	24	2.6	41	-12	-7	14	9
CCCN1CNc2c(c(=O)[nH]c(=S)n2CCc2ccc(OC)c(OC)c2)C1	-2	0	-1	0.7	15	-1	-1	-1	-9
Cc1ccc(C)c(NC(=O)NNC(=O)c2cc3occc3[nH]2)c1	-5	-10	-7	-2.4	19	-5	0	-2	8
Cc1ccc(CN2C(=O)N/C(=C\c3cccn3-c3cccc(C(=O)O)c3)C2=O)cc1	9	-1	-3	2.7	26	-3	2	25	9
C=CCNC(=O)COC(=O)c1nc2nccc(C)n2n1	3	-2	5	-1.8	18	-5	2	6	4
C/C(=N\NC(=O)c1ccc(Cn2cc(Br)cn2)o1)c1cccc(NC(=O)C(C)C)c1	13	-2	6	4.9	9	4	0	8	-3
O=C(NCc1ccccc1F)C1CC(=O)N(c2ccc3c(c2)OCCO3)C1 (stereo unspecified)	1	-2	6	3.4	5	-1	1	20	2
O=C1/C(=C/c2cccs2)SC(=S)N1CC(=O)N1CCCCC1CCO (stereo unspecified)	-8	-3	15	1.6	32	-3	1	11	-6
Cc1cc(-n2nc(C)cc2C)n2nc(C)c(-c3ccc(Cl)cc3)c2n1	6	2	-9	-0.9	25	-5	1	3	-1
COc1ccc(CC(=O)Nc2ccc(C)cc2O)cc1S(=O)(=O)N1CCOCC1	18	0	-1	1.6	15	1	0	12	15
CCOc1ccc(-c2ccc(NS(=O)(=O)c3cc([N+](=O)[O-])c(C)c([N+](=O)[O-])c3)cc2)nn1	17	-3	17	0.1	21	16	3	5	5
CCOc1cc2nc(-c3ccc(OC)c(OC)c3)nc(NCCCN3CCOCC3)c2cc1OC	-4	0	-50	1.3	47	6	1	6	-1
Cc1cccc(S(=O)(=O)Nc2cccc(-c3cn4ccsc4n3)c2)c1	-4	-8	24	1.6	25	0	1	-10	-30
CCN(CC)CCCNC(=O)c1ccc(N2CCCCC2)c(NS(=O)(=O)c2ccc(C)cc2)c1	19	9	8	0.1	20	0	-2	15	0
CC(C)C(=O)NC(=S)Nc1ccccc1N1CCN(C(=O)c2ccccc2)CC1	6	2	2	0.4	35	0	0	11	-10
CC(C)Nc1nc(-c2ccncc2)nc(-c2ccc(Cl)cc2)c1C#N	9	1	5	2.2	24	-3	10*	8	-12
O=C(NC1(C(F)(F)F)C(=O)Nc2c1c(=O)[nH]c(=O)n2-c1ccc(F)cc1)c1cccnc1 (stereo unspecified)	-3	0	-12	0.3	10	-2	1	1	-8
c1csc(COc2ccccc2CNC2CCCCC2)c1	6	-1	-3	-0.6	41	-5	-2	15	-11
CCSc1nnc(NC(=O)c2nc3nc(C)cc(C)n3n2)s1	10	0	-12	0.6	-1	-1	0	7	8
NC(=S)NNC(=O)COc1ccccc1O	13	2	14	-0.8	-24	0	0	6	16
CC1CCC(C(C)C)C(OCC(O)CNC(C)C)C1 (stereo unspecified)	-8	-3	-1	3.7	13	-3	0	-2	-9
Cn1nccc1NC(=O)CC(CC(=O)O)c1ccccc1 (stereo unspecified)	-10	-2	-1	-2.0	-23	3	0	-20	-12
CCCN1C(=O)SC(CC(=O)Nc2ccc(C)cc2)C1=O (stereo unspecified)	12	-1	9	1.0	-22	-4	2	35	-1
CC(/C=C1\SC(=S)N(CCC(=O)Nc2ccc(O)cc2)C1=O)=C\c1ccccc1	14	1	12	8.6	62*	-1	14*	4	9
Cc1cccc(NCN2C(=O)c3ccncc3C2=O)n1	-3	-2	16	-0.9	2	1	0	-16	-7

Later entries.
SMILES	tim10-1 inh	UPR XBP1 act	tim23-1 inh	UPR CHOP act	Mdm2-MdmX inh	APJ ag	GRIN3A LBD mod	NALP3 yeast inh	TIM10 inh
CCOc1ccc(Br)cc1S(=O)(=O)Nc1cccc(S(=O)(=O)NC2=NCCC2)c1	8	0	5	1.9	-23	0	-1	6	-18
Cc1nc(NC(=O)/C=C/c2ccccc2)sc1C(=O)Nc1ccccc1	2	-1	-4	1.9	19	-3	21*	2	-11
COc1ccc(S(=O)(=O)N2CCN=C2SCc2cccnc2)cc1	18	0	23	-2.8	-9	-1	-1	3	15
Cn1c(CSc2nc3ccccc3s2)nnc1SCC(=O)NCCN1CCOCC1	-23	-4	-11	-0.3	-13	-1	1	-6	-8
C/C(=N\NC(=O)CC#N)c1ccc(Oc2ccccc2)cc1	-13	-3	31	0.4	33	0	-1	16	13
COc1ccccc1CN(C)CC(=O)NC(=O)NC1CCCCC1	15	0	25	1.9	6	-4	2	15	6
C#CCNC(=O)C1=C[C@@H](C2CC2)C[C@@H](OCc2ccc(CO)cc2)O1	11	-2	18	0.3	-9	-5	1	7	13
Cn1c2c(c(=O)n(C)c1=O)C(c1ccccc1F)C(C#N)=C(N)O2 (stereo unspecified)	12	-3	28	-0.9	-14	-3	1	0	5
COC(=O)C(Cc1ccccc1)NC(=O)CCNC(=O)c1ccco1 (stereo unspecified)	23	3	11	1.1	-6	-2	-3	9	-2
COc1ccc(CCN(C)C(=O)c2ccc(S(=O)(=O)Nc3ccccc3F)cc2)cc1OC	-6	-2	-5	-1.7	19	3	1	13	0
Cc1cccc(Nc2ccccc2C(=O)OCC(=O)N(C)C2CCS(=O)(=O)C2)c1C (stereo unspecified)	16	-3	11	2.2	20	1	0	0	12
Cc1ccc(NC(=O)CSc2nnc(-c3cccnc3)n2-c2ccc(C)cc2)cc1	3	-6	1	0.0	0	-2	1	14	1
O=c1[nH]nc(CNc2ccc(O)cc2)c2ccccc12	8	-1	5	-0.7	39	7	-1	-1	-5
Cc1ccc(-c2nc(CS(=O)CC(=O)NCc3ccc4c(c3)OCO4)c(C)o2)cc1 (stereo unspecified)	16	4	16	-0.1	35	-2	1	-12	5
O=C(Nc1ccccc1N1CCCC1)C1CCN(S(=O)(=O)c2cccc(C(F)(F)F)c2)CC1	4	-1	22	0.0	14	-1	-6	26	7
CC(C)(C)c1nnc(NC(=O)c2cccs2)s1	18	-5	45	2.9	-37	0	-1	20	21
CC(=O)C(=Nc1ccc(Cl)cc1Cl)NNc1cccc(Cl)c1	15	2	-3	-2.0	-7	1	-7	14	6
CCOC(=O)c1ccc(NC(=O)CC2OCCN(CC)C2=O)cc1 (stereo unspecified)	50*	-2	35	-1.2	-1	0	-1	21	34
O=C(/C=C/c1ccc(NC(=O)c2ccccc2-c2ccccc2C(=O)O)cc1)c1ccccc1	25	-1	15	2.0	2	-2	-5	2	11
CC(=O)N(C(C)=O)S(=O)(=O)c1ccc(N=NN2CCOCC2)cc1	3	0	2	3.8	-2	2	-1	17	8
Cc1cccc(-n2ncc3c(NCCCO)ncnc32)c1	14	0	3	1.3	-100	0	0	29	3
COc1cccc(N(C(C)=O)c2nc(C)cc(C)c2C#N)c1	16	-1	7	-1.6	-23	-2	1	-10	4
CCOC(=O)c1cnc2c(C)cccc2c1Nc1ccc(N2CCOCC2)cc1	29	-2	37	-2.4	15	-2	·	17	21
Cc1ccc(NC(=S)NNC(=O)c2ccc(N3CCOCC3)c([N+](=O)[O-])c2)cc1C	23	-2	27	3.2	10	-3	-5	13	11
COc1ccc(-n2nnc3c(=O)n(CC(=O)Nc4cc(C)on4)cnc32)cc1	4	1	-11	-2.2	12	-3	-1	7	5

7 entries from above, arranged by their value in GRIN3A LBD mod, high to low:
| SMILES | GRIN3A LBD mod |
| --- | --- |
| Cc1nc(NC(=O)/C=C/c2ccccc2)sc1C(=O)Nc1ccccc1 | 21* |
| C#CCNC(=O)C1=C[C@@H](C2CC2)C[C@@H](OCc2ccc(CO)cc2)O1 | 1 |
| Cc1cccc(-n2ncc3c(NCCCO)ncnc32)c1 | 0 |
| O=c1[nH]nc(CNc2ccc(O)cc2)c2ccccc12 | -1 |
| COC(=O)C(Cc1ccccc1)NC(=O)CCNC(=O)c1ccco1 (stereo unspecified) | -3 |
| O=C(/C=C/c1ccc(NC(=O)c2ccccc2-c2ccccc2C(=O)O)cc1)c1ccccc1 | -5 |
| O=C(Nc1ccccc1N1CCCC1)C1CCN(S(=O)(=O)c2cccc(C(F)(F)F)c2)CC1 | -6 |

Full records, quoted from the list.
COc1ccccc1CN(C)CC(=O)NC(=O)NC1CCCCC1 in the list: tim10-1 inh: 15; UPR XBP1 act: 0; tim23-1 inh: 25; UPR CHOP act: 1.9; Mdm2-MdmX inh: 6; APJ ag: -4; GRIN3A LBD mod: 2; NALP3 yeast inh: 15; TIM10 inh: 6
O=C(Nc1ccccc1N1CCCC1)C1CCN(S(=O)(=O)c2cccc(C(F)(F)F)c2)CC1 in the list: tim10-1 inh: 4; UPR XBP1 act: -1; tim23-1 inh: 22; UPR CHOP act: 0.0; Mdm2-MdmX inh: 14; APJ ag: -1; GRIN3A LBD mod: -6; NALP3 yeast inh: 26; TIM10 inh: 7
O=c1[nH]nc(CNc2ccc(O)cc2)c2ccccc12 in the list: tim10-1 inh: 8; UPR XBP1 act: -1; tim23-1 inh: 5; UPR CHOP act: -0.7; Mdm2-MdmX inh: 39; APJ ag: 7; GRIN3A LBD mod: -1; NALP3 yeast inh: -1; TIM10 inh: -5

Random excerpt: two records from the list
SMILES	tim10-1 inh	UPR XBP1 act	tim23-1 inh	UPR CHOP act	Mdm2-MdmX inh	APJ ag	GRIN3A LBD mod	NALP3 yeast inh	TIM10 inh
Cc1ccc(NC(=S)NNC(=O)c2ccc(N3CCOCC3)c([N+](=O)[O-])c2)cc1C	23	-2	27	3.2	10	-3	-5	13	11
Cc1ccc(NC(=O)CSc2nnc(-c3cccnc3)n2-c2ccc(C)cc2)cc1	3	-6	1	0.0	0	-2	1	14	1

Later entries
SMILES	tim10-1 inh	UPR XBP1 act	tim23-1 inh	UPR CHOP act	Mdm2-MdmX inh	APJ ag	GRIN3A LBD mod	NALP3 yeast inh	TIM10 inh
CC1=CC(=C(C#N)C#N)C=C(C)N1Cc1ccc(Cl)cc1	7	-4	2	0.4	15	0	1	4	18
O=C(CSc1nc(-c2ccccc2)cc(=O)[nH]1)Nc1ccccn1	9	-2	19	1.3	-4	-4	0	6	4
Cc1c(C(=O)OCC(=O)N2CC(=O)Nc3ccccc32)oc2ccc(Br)cc12	-13	12	-18	-0.1	44	1	-19	7	-24
COc1ccc(C2C(=O)N(C3CCCCC3)CC(=O)N2C2CCCCC2)cc1 (stereo unspecified)	29	1	18	0.3	-41	-4	0	-4	18
CC1=CC(C)(C)Nc2ccc(OC(=O)c3ccco3)cc21	23	-11	30	-7.6	72*	-8	0	28	14
CCOC(=O)c1cc(-c2ccccc2)n(CC(=O)Nc2ccc(OC)c(OC)c2)c1C	16	2	14	-0.6	15	4	2	16	4
Cc1ccccc1CN1CCN(S(C)(=O)=O)CC1	14	1	6	-1.6	-19	-4	0	-8	12
N#CC1=C2C=Cc3ccccc3N2CCCC1=O	8	1	15	4.9	-34	-3	-2	19	5
COc1ccc(NC(=O)NNC(=O)c2ccc3ccccc3c2O)cc1OC	20	-1	6	-2.0	9	9	-4	10	-6
